Compound activity deposited in PubChem BioAssay by National Center for Advancing Translational Sciences (NCATS).
HCV inh – inhibitors of hepatitis C virus infection. Potency, µM (titrated, usually from 41.8 µM), for inactives: top-dose activity change, negative = inhibition, most hits filed as inhibitors. hit rate 3.4% among 340,000. AID 651820. Huh7.5.1 HCVcc-Cre infection, luciferase reporter, 44 h; also: potency is read from the fitted curve at half-maximal effect
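Cells (1,000/well) were plated 4 h before compound, then infected with HCVcc-Cre virus (~0.5 moi). After 44 h further culture, infection was read as luciferase luminescence following a 15 min substrate incubation at room temperature.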
AmpC inh detg – AmpC beta-lactamase inhibition with detergent present; AID 485294; AmpC hydrolysis of nitrocefin, absorbance 480 nm, 0.01% Triton; Potency, µM (top dose mostly 114 µM), without a hit: top-dose activity change, negative = inhibition, actives largely listed as inhibitors; hit rate 0.041% among 370,000; P00811;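 also: potency is read from the fitted curve at half-maximal effect; 0% = no-compound wells and -100% = no-enzyme wells; nearly all actives have a fitted effect of over 25% in size; some results filed as inactive show a strong effect at the top dose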
Target sequence (P00811 whole entry, looked up): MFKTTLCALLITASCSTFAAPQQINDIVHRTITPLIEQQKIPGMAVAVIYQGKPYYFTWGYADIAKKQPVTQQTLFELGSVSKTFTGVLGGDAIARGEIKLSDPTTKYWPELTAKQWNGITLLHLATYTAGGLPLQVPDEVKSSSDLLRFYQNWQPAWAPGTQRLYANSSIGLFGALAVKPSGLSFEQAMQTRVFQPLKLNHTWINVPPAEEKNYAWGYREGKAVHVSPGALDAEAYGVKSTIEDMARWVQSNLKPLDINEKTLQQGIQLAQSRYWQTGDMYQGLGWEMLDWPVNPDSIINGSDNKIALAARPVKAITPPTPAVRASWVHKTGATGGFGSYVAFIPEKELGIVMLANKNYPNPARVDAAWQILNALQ
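20 mM phosphate pH 7.0 + 0.01% (detergent screen) or 0.0001% Triton X-100; 5.3 nM AmpC reagent; cpd preinc 15 min RT; nitrocefin (800 uM stock) to start; A480 q20 s × 4 min; Activity was normalised to no-enzyme and no-compound control wells.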
HCMV antiviral – human cytomegalovirus inhibition | HFF cells, HCMV-luciferase reporter, 72 h; stronger effect = lower value | activity change, negative = inhibition, % at 57.5 µM | hit rate 4.5% among 410,000 | AID 1259415; in the data active = activity change below about -60%; inconclusive = no clear call, values can overlap the other calls; inactive = above about -39%
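Human foreskin fibroblasts infected with luciferase-reporter HCMV at MOI 1 PFU/cell, compounds at two doses. Luciferase measured 72 h post infection; normalized to buffer-only basal and Salinomycin (10uM) controls.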
AmpC no deterg – AmpC beta-lactamase inhibition without detergent; P00811; AmpC nitrocefin hydrolysis, absorbance 480 nm, 0.0001% Triton; Potency, µM (highest dose often 57.1 µM), without a hit: at the highest dose activity change, negative = inhibition, usual class: inhibitors; hit rate 0.52% among 330,000; AID 485341;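 also: potency is read from the fitted curve at half-maximal effect; plate controls were no compound for no effect and no enzyme for full effect; nearly all actives have a fitted effect of over 20% in size; some results filed as inactive show a strong effect at the top dose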
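20 mM phosphate pH 7.0 + 0.01% (detergent screen) or 0.0001% Triton X-100; 5.3 nM AmpC reagent; cpd preinc 15 min RT; nitrocefin (800 uM stock) to start; A480 q20 s × 4 min; Activity was normalised to no-enzyme and no-compound control wells.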
Giardia FBPA inh – blocks Giardia fructose-bisphosphate aldolase activity. A8B2U2. purified Giardia FBPA. Potency, µM (highest dose often 59.6 µM), for the others: at the highest dose activity, negative = inhibition, usual class: inhibitors. hit rate 0.71% among 290,000; also: potency is read from the fitted curve at half-maximal effect; nearly all actives have a fitted effect of over 55% in size
Target sequence (A8B2U2 whole entry, looked up): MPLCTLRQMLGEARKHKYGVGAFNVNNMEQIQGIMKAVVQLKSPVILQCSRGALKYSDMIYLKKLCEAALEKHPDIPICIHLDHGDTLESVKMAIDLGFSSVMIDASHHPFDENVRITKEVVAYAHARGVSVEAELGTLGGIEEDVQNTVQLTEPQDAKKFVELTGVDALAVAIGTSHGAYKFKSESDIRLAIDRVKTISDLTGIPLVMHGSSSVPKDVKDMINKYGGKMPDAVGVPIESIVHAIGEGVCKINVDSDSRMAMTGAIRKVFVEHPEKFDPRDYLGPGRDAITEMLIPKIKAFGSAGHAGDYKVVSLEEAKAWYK
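Giardia FBPA (40 nM reagent) was preincubated 10 min at RT with compound (up to 57.5 uM final), then substrate plus GAPDH/TPI/NAD/arsenate coupling system with diaphorase/resazurin was added; resorufin fluorescence (525/598 nm) was read after 20 min.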
Sm TGR block – S. mansoni TGR enzyme inhibition | Potency, µM (titrated, usually from 114 µM), for inactives: top-dose activity change, negative = inhibition, most hits filed as inhibitors | hit rate 3% among 360,000 | purified TGR, DTNB reduction, TNB absorbance 405 nm | Q962Y6 | AID 485364; also: potency is read from the fitted curve at half-maximal effect; nearly all actives have a fitted effect of over 60% in size
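First, TGR (20 nM dispensed) and NADPH were mixed with compound. Second, a 15 min room-temperature incubation followed. Third, further NADPH and then DTNB were added to start the reaction. Finally, TNB absorbance was monitored kinetically.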
Starred values were filed as active, the others as inactive; ? = inconclusive; . = no result given; & = joins results of further samples; [ ] = remark or other dose. Unless noted, calls follow the shape of the dose curve; as a rule, active = well fitted curve in the direction sought with a large enough effect; inconclusive = small, poorly fitted or top-dose-only effect, or another doubt; inactive = no such curve, though single readings can be large; an effect the other way counts as inactive or inconclusive. Unless noted, % is scaled to controls: 0 for no effect and ±100 for the full control effect. Compounds were not picked by outcome. About 9.9% of those tested had a hit in this group.

Values in the order – HCV inh, AmpC inh detg, HCMV antiviral, AmpC no deterg, Giardia FBPA inh, Sm TGR block
1: Cc1ccc2nc(N3CCC(C(=O)N4CCC5(CC4)OCCO5)CC3)sc2c1
→ ?, -2%, 2, 55%, 1%, 3%
2: CC(C)Oc1ccc(C(=O)NC2=NCCS2)cc1
→ 21%, 1%, 61, -29%, ?, -7%
3: O=C(NCc1ccccc1)Nc1cccc2ccccc12
→ -3%, -3%, 4, -18%, -9%, 0%
4: COc1ccc(/C=C2\C(=O)ON=C2c2ccccc2)cc1OC
→ -4%, -12%, 24, -29%, -3%, ?
5: COC(=O)C1CCN(C(=O)C2CCN(C(=O)[C@H](C)NS(=O)(=O)c3ccc(C)cc3)CC2)CC1
→ ?, ?, 19, 19%, 11%, -2%
6: CC(C)CN(C(=O)COC(=O)c1ccccc1SCC(=O)NC1CCCCCC1)C1CCS(=O)(=O)C1 (stereo not drawn)
→ -14%, -8%, 29, 30%, 1%, -4%
7: Cc1cc(C(=O)OCC(=O)NC(=O)c2cccn2C)c2ccccc2n1
→ -14%, 3%, -35, -21%, -5%, 7%
8: C=CCc1cccc2cc(C(=O)N(CC)CC)c(=O)oc12
→ 15%, 0%, -1, 0%, 2%, -28%
9: Cc1ccc(S(=O)(=O)NC2CCCCC2)c(C)c1NS(C)(=O)=O
→ 8%, 1%, 17, -6%, -3%, .
10: Cc1ccc(C)c(NC(=O)CN2C(=O)CNC2=O)c1
→ 13%, -12%, 16, -3%, 1%, -4%
11: CN1C(=O)c2ccccc2NC(=O)C1Cc1ccccc1 (stereo not drawn)
→ 7%, -6%, 19, -18%, 3%, 2%
12: CN(CC(=O)Nc1ccc(F)cc1)C(=O)COC(=O)Cc1cccs1
→ 3%, -17%, -13, 0%, ., -2%
13: Cc1ccc(NC(=O)CCl)c(C)c1
→ ?, 8%, -24, -36%, 0%, 25µM*
14: COc1cc(C2NCc3ccccc3-n3cccc32)ccc1O (stereo not drawn)
→ 5%, -8%, 16, -36%, -7%, -1%
15: CC(=O)N1CCN(C(=O)COC(=O)CNC(=O)c2ccccc2C)CC1
→ 24%, 6%, -16, -10%, ., -3%
16: Cc1ccc(C)c(S(=O)(=O)N2CCN(CC(=O)Nc3ccc4c(c3)CCC4)CC2)c1
→ ?, 1%, ?, 2%, 1%, 9%
17: CC1CCN(S(=O)(=O)c2ccc(N/N=C(/C#N)C(N)=O)cc2)CC1
→ -1%, 0%, -11, -9%, 3%, 30%
18: O=C1C2CSCN2C(=O)CN1CCCN1CCN(C(c2ccccc2)c2ccccc2)CC1 (stereo not drawn)
→ -60%, -9%, 0, 173%[activator], 5%, -7%
19: COc1cc(C(=O)/C=C/c2cccnc2)c([N+](=O)[O-])cc1OC
→ ?, 1%, -100*, -8%, ., ?
20: O=C(COC(=O)Cc1cccs1)Nc1ccccc1Cl
→ -18%, 7%, -15, -19%, -1%, 2%
21: CC(C)CN(CCCNC(=O)CN1C(=O)COc2ccc(S(=O)(=O)N3CCOCC3)cc21)CC(C)C
→ 1%, -4%, -16, -21%, ., -6%
22: O=C(Cc1ccccc1)Nc1cccnc1
→ -6%, -13%, 9, -19%, 5%, 1%
23: Oc1ccc2[nH]ccc2c1
→ 2%, -7%, -20, -8%, -3%, 0%
24: CCc1cccc(CC)c1NC(=O)c1cc(S(=O)(=O)N2CCc3ccccc32)cn1C
→ ., -4%, -30, ., ., -3%
25: CCOc1cc(/C=C2\C(=O)N(Cc3ccc(C)cc3)C(C)=C2C(=O)OC)ccc1O
→ -1%, ?, 23, -30%, -26%, 22µM*
26: O=C(O)/C=C/c1ccccc1[N+](=O)[O-]
→ 6%, 2%, 57, -3%, -4%, 0%
27: O=c1c(=O)n2c(nn1Cc1ccc(F)cc1)sc1ccccc12
→ 3%, 7%, 42, -14%, 4%, -2%
28: OC(CCNCCc1c[nH]c2ccccc12)C(F)(F)F (stereo not drawn)
→ -5%, -10%, 70, -34%, -8%, -17%
29: O=C(O)c1sc2cccc(Cl)c2c1Cl
→ 14%, 2%, 1, -30%, 1%, -5%
30: O=C(CC1SC(N2CCOCC2)=NC1=O)Nc1ccc(Cl)cc1 (stereo not drawn)
→ ?, -13%, -24, -1%, ., ?
31: O=C(c1ccccc1)c1coc2c1C(=O)c1ccccc1C2=O
→ 0%, -6%, 72, -14%, -22%, -28%
32: CC1(C(=O)N/N=C/c2ccccc2)CC1(Br)Br (stereo not drawn)
→ 18%, -8%, 43, -20%, 0%, 3%[57.1 µM]
33: Cc1c(OCC(F)(F)F)ccnc1CSc1nc2ccccc2[nH]1
→ ?, -2%, -9, 8%, -3%, -4%
34: Clc1cccc(-c2nc3ccccn3c2Nc2ccc3c(c2)OCCO3)c1
→ ., 0%, -104*, ., ., 0%
35: COc1ccc2[nH]c(=O)c(CN(c3ccccc3OC)S(=O)(=O)c3ccccc3)cc2c1
→ -20%, 3%, -24, 21%, 3%, 1%
36: O=C(COc1ccc2c(-c3ccccc3)cc(=O)oc2c1)NCc1cccs1
→ -8%, -12%, -12, -56%, 3%, 0%
37: COc1ccccc1N1CCN(Cc2ccccc2)CC1
→ ?, -4%, -36, -17%, -23%, 2%
38: Cc1cc(=O)[nH]c(SCc2cccc3ccccc23)n1
→ 11%, -1%, 14, -25%, -16%, 0%
39: CCCCCn1c(N2CCN(Cc3ccccc3)CC2)nc2c1c(=O)[nH]c(=O)n2C
→ 10µM*, -2%, -33, 267%[activator], 3%, 4%
40: CC(=O)N/C(=N\OCc1ccc(Br)cc1)c1nonc1NC(C)=O
→ -3%, -6%, 74, -17%, 4%, -11%
41: O=[N+]([O-])c1ccccc1/C=N/n1c(C(F)(F)F)n[nH]c1=S
→ 19%, -4%, 6, -19%, 18µM*, -7%
42: CCc1nc2oc3cc(OC)ccc3c(=O)c2c(=O)n1-c1ccccc1
→ 15%, -2%, 41, -22%, 4%, 11%
43: CCCCS(=O)c1c(O)c2ccccc2[nH]c1=O (stereo not drawn)
→ 29%, 0%, -4, -11%, -1%, 7%
44: COc1ccc(CNC(=O)Cn2ncn3nc(-c4cccs4)cc3c2=O)cc1
→ ., -1%, -17, ., ., -1%
45: Cn1c(=O)c2nc(-c3ccc(Cl)cc3Cl)oc2c2ccccc21
→ 6%, -5%, -37, -17%, -1%, 1%
46: C=C(C)CNC(=S)Nc1ccc(S(=O)(=O)Nc2cnc3ccccc3n2)cc1
→ 10%, 3%, -31, 7%, -24%, 11µM*
47: COc1ccc(NC(=O)CSc2nnc(-c3cc(C)[nH]n3)n2N)cc1OC
→ 19%, -14%, 0, -7%, 7%, -11%
48: CCn1c(SCC(=O)NCC2CCCO2)nnc1-c1ccccc1 (stereo not drawn)
→ -6%, -3%, -1, -2%, -1%, 22%
49: COCCn1nnnc1C(c1cc2c(C)cc(C)cc2[nH]c1=O)N1CCCCCC1 (stereo not drawn)
→ -7%, 4%, ., 186%[activator], 9%, 13µM*
50: CCOC(=O)Cc1csc(NC(=O)CSc2nnc3ccccn23)n1
→ 14%, ?, 11, -2%[11.4 µM], 6%, 0%
51: Cc1ccc(NC(=O)CSc2nnc(CNC(=O)c3ccco3)o2)cc1Cl
→ 6%, -4%, -39, -1%, -4%, 0%
52: O=C(O)c1cccc(S(=O)(=O)Nc2ccc(OCc3ccccc3)cc2)c1
→ 14%, ?, -3, -18%, -4%, 5%
53: COc1ccccc1NC(=O)CSc1nnc(CC(=O)Nc2ccccc2)n1C
→ -11%&-5%, 1%, 51, -12%, 0%, -7%
54: CC(C)(C)C1CCC(=NNc2ccc(S(N)(=O)=O)cc2[N+](=O)[O-])CC1 (stereo not drawn)
→ 6%, -12%, -35, -31%, -8%, 1%
55: COc1ccc(NC(=O)C2CCCN(S(=O)(=O)c3c(C)n[nH]c3C)C2)cc1 (stereo not drawn)
→ 4%, 3%, 5, -11%, 1%, -27%
56: COC(=O)c1cc(C(=O)NCCCN2CCOCC2)cc([N+](=O)[O-])c1
→ 9%, 0%, 52, 0%, -7%, 9%
57: COCCNC(=S)N/N=C/c1ccc(N2CCOCC2)cc1
→ -29%, ?, -97*, 6%, -13%, -18%
58: CCOc1ccc2nc(N(Cc3cccnc3)C(=O)c3cccs3)sc2c1
→ ., 2%, 7, ., ., 3%
59: O=C(Nc1ccccc1N1CCOCC1)c1ccc(N2CCOCC2)c([N+](=O)[O-])c1
→ -29%, 1%, 0, -17%, -9%, -23%
60: CC1(C)CC(=O)C2=C(C1)NC(SCC(N)=O)=C(C#N)C21CCCCC1
→ -2%, 4%, -14, -22%, -12%, 5%

Entries of single compounds, quoted from the list. Order of screens: HCV inh	AmpC inh detg	HCMV antiviral	AmpC no deterg	Giardia FBPA inh	Sm TGR block
Results for Cn1c(=O)c2nc(-c3ccc(Cl)cc3Cl)oc2c2ccccc21 → 6%	-5%	-37	-17%	-1%	1%
Results for C=C(C)CNC(=S)Nc1ccc(S(=O)(=O)Nc2cnc3ccccc3n2)cc1 → 10%	3%	-31	7%	-24%	11µM*
Results for O=C(O)c1cccc(S(=O)(=O)Nc2ccc(OCc3ccccc3)cc2)c1 → 14%	?	-3	-18%	-4%	5%
Results for O=C(c1ccccc1)c1coc2c1C(=O)c1ccccc1C2=O → 0%	-6%	72	-14%	-22%	-28%
Results for CCn1c(SCC(=O)NCC2CCCO2)nnc1-c1ccccc1 (stereo not drawn) → -6%	-3%	-1	-2%	-1%	22%

Other compounds.
Values in the order – HCV inh, AmpC inh detg, HCMV antiviral, AmpC no deterg, Giardia FBPA inh, Sm TGR block
61: O=C(c1nnsc1S(=O)(=O)c1ccc(Cl)cc1)N1CCOCC1
→ ?, 2%, 52, -12%, 2%, 11µM*
62: N#C/C(=C/c1ccc(N2CCCCCC2)o1)c1cccc(F)c1
→ ?, -5%, -81*, -45%, ?, ?
63: N/C(CSc1ccccn1)=N\OCc1c(Cl)cccc1Cl
→ 28%, ?, 0, -46%, 4%, 16%
64: CCC(NC(=O)Nc1ncccc1C)(C(F)(F)F)C(F)(F)F
→ 1%, -15%, 5, -7%, 0%, 2%
65: Cc1cc(C(=O)COC(=O)CN(C)S(=O)(=O)c2ccc(Cl)cc2)c(C)n1CC1CCCO1 (stereo not drawn)
→ 16%, -10%, 17, 80%[activator], 0%, -1%
66: COc1cccc(NC(=O)C(c2ccccc2)N2CCCC2)c1 (stereo not drawn)
→ -19%, -5%, 28, -18%, -3%, -2%
67: CCOC(=O)C1(Cc2cccc(OC)c2)CCCN(C(=O)CNC(C)=O)C1 (stereo not drawn)
→ 9%, ?, 125, -4%, -3%, 0%
68: CCOC(=O)C1(CCOc2ccccc2)CCN(CC2CC2)CC1
→ 0%, -8%, 5, -12%, 5%, -6%
69: O=C(NC1CCc2ccccc21)c1cc(COc2ccc(F)cc2F)on1 (stereo not drawn)
→ ?, 5%, -23, -33%, -4%, 0%
70: O=C(NCCNC(=O)c1ccccn1)c1cccc(F)c1
→ 9%, ?, 5, -12%, -2%, 3%
